Compound activity deposited in PubChem BioAssay by several laboratories.
KCNQ1 pot = potentiators or activators of KCNQ1 channel, primary screen, cell-based, thallium flux, high-throughput; Potassium voltage-gated channel subfamily KQT member 1 (Homo sapiens), P51787; CHO-K1 KCNQ1, thallium flux FluxOR fluorescence; active compounds read high; B-score at 10 µM; 310,000 tested, 0.35% active;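 active = fluorescence ratio B-score, a plate-corrected score, at least three library SD, with initial intensity B-score within 5 SD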
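assay system = CHO-K1 cells stably expressing KCNQ1 | medium = assay buffer, equal DMSO in all wells | timing = 37 °C overnight plating, 90-min dark dye load, 20-min compound pretreatment | measured by = kinetic FluxOR thallium fluorescence, 10-s 1-Hz baseline, 110-s post-stimulus read | measure = fluorescence change relative to baseline, converted to B score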
Dyrk1A ADPGlo = rat Dyrk1A kinase inhibitors, primary screen, biochemical, single point, plate reader. Dual specificity tyrosine-phosphorylation-regulated kinase 1A (Rattus norvegicus), Q63470. ADP-Glo luminescence, NFATc1 peptide. inhibition, % at 12.5 µM. 310,000 tested, 0.43% active; in the data active = inhibition above about 50%;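 also: plate controls were vehicle with enzyme for no effect and no enzyme for full effect; many of its hits are not listed in these tables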
KCNQ1 inh = inhibitors of human KCNQ1 channel, primary screen, cell-based, thallium flux, high-throughput; Potassium voltage-gated channel subfamily KQT member 1 (Homo sapiens), P51787; CHO-K1 KCNQ1, FluxOR thallium flux fluorescence; active compounds read high; B-score at 10 µM; 310,000 tested, 1.3% active;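 active = compounds whose thallium flux B-score, printed positive for inhibition, exceeds three library SD while starting fluorescence stays within three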;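 also: channel opened by potassium depolarization with thallium stimulus after 20 min compound exposure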
KCNK3 inh = human KCNK3 channel inhibitors, primary screen, CHO cells, FluxOR thallium flux, B-score; FluxOR fluorescence; active compounds read low; B-score at 10 µM; 340,000 tested, 0.84% active; Potassium channel subfamily K member 3 (Homo sapiens), O14649; AID 602410, 2012;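 active = B-score under library mean minus 4 SD, starting fluorescence ratio at most library mean plus 5 SD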;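 also: more negative B-score means stronger inhibition of thallium flux through KCNK3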
KCNK9 inh = KCNK9 potassium channel inhibitors, primary screen, HEK293 cells, thallium flux. B-score at 10 µM. Potassium channel subfamily K member 9 (Homo sapiens), Q9NPC2. 310,000 tested, 1.2% active. AID 488922, 2010. FluxOR thallium flux fluorescence; active compounds read low;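 active = ratio B-score over 3 SD below the library mean, with starting fluorescence within 5 SD of its mean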;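 also: negative B-score means less thallium flux so channel inhibition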
PolyA inhibitor = polyadenylation inhibitors in yeast reporter cells, primary screen, luminescence, S. cerevisiae; S. cerevisiae SKY197-pL101 polyadenylation reporter, beta-gal luminescence; efflux-impaired pdr1/pdr3 knockout yeast; score 100 = 6 SD above DMSO; calls only at 12 µM; AID 1875, 2009; 300,000 tested, 0.02% active;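 active = lowest replicate activity score at least 50, where 100 means six control SD above control mean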;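 also: yeast exposed to compound for 9 h at 30 °C; higher score means more reporter readthrough which indicates perturbed polyadenylation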
GSK3 alpha inh = blockers of GSK3A enzyme activity – biochemical, luminescence, cell-free homogeneous, HTS, primary screen; GSK-3 alpha kinase, ADP-Glo luminescence, 60 min; inhibition, % at 10 µM; 320,000 tested, 0.1% active; AID 2650, 2010;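 in the data active = inhibition above about 50%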;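 also: GST-tagged GSK-3 alpha with peptide substrate and 25 µM ATP; 0% = DMSO neutral wells and 100% = GW8510 positive control wells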
Target sequence (P49840 whole entry, looked up): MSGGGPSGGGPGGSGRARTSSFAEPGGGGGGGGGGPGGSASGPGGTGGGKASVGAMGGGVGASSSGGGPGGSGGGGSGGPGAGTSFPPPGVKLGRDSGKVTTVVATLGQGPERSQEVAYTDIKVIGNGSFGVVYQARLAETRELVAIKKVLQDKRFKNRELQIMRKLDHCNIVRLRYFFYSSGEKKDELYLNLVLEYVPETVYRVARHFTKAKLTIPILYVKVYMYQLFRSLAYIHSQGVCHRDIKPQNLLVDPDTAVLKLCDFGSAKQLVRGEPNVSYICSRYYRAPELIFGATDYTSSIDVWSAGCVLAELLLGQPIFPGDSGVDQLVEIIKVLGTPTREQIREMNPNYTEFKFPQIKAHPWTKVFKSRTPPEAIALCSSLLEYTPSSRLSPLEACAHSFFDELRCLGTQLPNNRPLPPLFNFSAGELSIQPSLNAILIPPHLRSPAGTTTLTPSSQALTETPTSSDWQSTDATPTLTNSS
RGS4 block = RGS4 inhibitors, primary screen, cell-based, HEK293 M3R inducible RGS4, calcium flux. Regulator of G-protein signaling 4 (Homo sapiens), P49798. Fluo-4 calcium flux; active compounds read high; triggered by carbachol at its EC20. B-score at 10 µM. 310,000 tested, 0.45% active;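 active = B-score, a plate-corrected calcium signal, over three deviations above library mean, with baseline fluorescence within five deviations of library mean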;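 also: RGS4 expression induced by doxycycline in cells with stable M3 receptor; B-score is computed from the integrated fluorescence ratio over baseline after carbachol; higher B-score means a larger calcium signal and so more RGS4 inhibition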
Target sequence (P49798 whole entry, looked up): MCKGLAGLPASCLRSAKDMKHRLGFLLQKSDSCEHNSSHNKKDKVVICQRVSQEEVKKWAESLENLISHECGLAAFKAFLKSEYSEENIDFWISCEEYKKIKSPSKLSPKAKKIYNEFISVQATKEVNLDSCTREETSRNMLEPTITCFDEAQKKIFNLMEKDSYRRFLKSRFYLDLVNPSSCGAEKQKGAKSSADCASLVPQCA
RGS4 pot = RGS4 potentiators or activators, primary screen, cell-based, HEK293 M3R inducible RGS4, calcium flux | carbachol calcium flux Fluo4; active compounds read low | B-score at 10 µM | AID 463111, 2010 | 310,000 tested, 0.92% active;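 active = B-score of the integrated calcium signal more than 4 SD below the library mean, with starting fluorescence not abnormally high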;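 also: negative B-score means reduced calcium response which marks RGS4 activation or potentiation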
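test system = HEK293 cells with stable M3R and inducible RGS4 | schedule = recording 10 s baseline at 1 Hz, 100 s post-agonist | technique = Fluo4-AM (2 µM) calcium-flux fluorescence, kinetic read | measure = Agonist-evoked peak-minus-minimum fluorescence over baseline, integrated ratio, B score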
GSK3B inh = human GSK3beta kinase inhibitors, primary screen, biochemical, cell-free homogeneous, HTS. GST-GSK3beta kinase, ADP-Glo luminescence, 60 min; active compounds read low. AID 2097, 2009. Glycogen synthase kinase-3 beta (Homo sapiens), P49841. activity score (negative = inhibition), % at 10 µM. 300,000 tested, 0.038% active;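 active = more than half of replicate wells score below -50%, meaning over 50% inhibition versus plate controls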;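 also: 0% = median DMSO wells and -100% = median GW8510 positive control wells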
Target sequence (P49841 whole entry, looked up): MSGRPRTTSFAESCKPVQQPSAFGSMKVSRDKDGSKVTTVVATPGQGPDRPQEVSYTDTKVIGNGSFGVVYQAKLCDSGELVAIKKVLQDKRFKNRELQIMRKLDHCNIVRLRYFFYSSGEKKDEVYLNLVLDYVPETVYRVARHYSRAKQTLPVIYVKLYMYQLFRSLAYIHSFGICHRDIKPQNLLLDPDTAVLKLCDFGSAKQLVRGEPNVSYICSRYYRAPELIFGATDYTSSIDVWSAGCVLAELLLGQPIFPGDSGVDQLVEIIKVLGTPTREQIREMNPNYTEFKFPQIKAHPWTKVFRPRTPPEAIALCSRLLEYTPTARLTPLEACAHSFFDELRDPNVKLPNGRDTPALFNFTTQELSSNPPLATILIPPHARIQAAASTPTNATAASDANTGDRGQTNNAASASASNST
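Assay system: GST-fused GSK3beta enzyme, cell-free / Medium: Tris pH 7.5 buffer with MgCl2, DTT, BSA, heparin / Also added: peptide substrate plus 25 µM ATP (final) / Compound: 10 µM single point / Timing: kinase reaction with compound 60 min at room temperature / Detection: ADP-Glo luminescence / Benchmarks: DMSO neutral wells and GW8510 at 20 µM as positive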
hERG protect = hERG rescue from dofetilide block, primary screen, cell-based, CHO-hERG, FluxOR thallium flux, dofetilide IC70. Voltage-gated inwardly rectifying potassium channel KCNH2 (Homo sapiens), Q12809. dofetilide IC70 present. activation (rescue from dofetilide block), less the hit threshold, % at 10 µM. 310,000 tested, 0.51% active. AID 1511, 2009;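 active = activation above the mean of controls blocked by dofetilide plus 5 SD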;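 also: thallium influx through hERG after potassium depolarization seen as dye fluorescence rise; in these data hits start at about 4.7%; inactives centre near -7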
* = called active by the depositor; i = inactive; · = no result given. Not all compounds are listed; the hit share may differ from the screen's.

nr	Compound	KCNQ1 pot	Dyrk1A ADPGlo	KCNQ1 inh	KCNK3 inh	KCNK9 inh	PolyA inhibitor	GSK3 alpha inh	RGS4 block	RGS4 pot	GSK3B inh	hERG protect
1	c1ccc(Oc2cc(-n3cncn3)ncn2)cc1	i	-6	i	i	i	i	-1	i	i	1	-1
2	O=C(O)c1c[nH]c(=S)n1-c1ccc(F)cc1	i	1	i	i	i	i	-1	i	i	3	-2
3	NC(=O)C1=C[C@H](c2ccc(Br)cc2)C[C@H](OCc2ccc(CO)cc2)O1	i	33	i	i	i	i	-1	i	i	2	-5
4	COC(=O)CCS(=O)(=O)c1ccc(Cl)c(Cl)c1	i	·	i	·	i	i	-2	i	i	2	-12
5	COc1ccc(NC(=O)Cc2nnc(SCC(=O)c3ccccc3)n2C)cc1	i	-6	i	i	i	i	-1	i	i	3	-6
6	O=C(COC(=O)c1ccccc1Cl)Nc1ccc2[nH]c(=O)[nH]c2c1	i	26	i	i	i	i	0	i	i	1	-9
7	COc1ccc(CN(C(=O)c2snc(C(N)=O)c2N)C(C)C(=O)NCc2ccc(F)cc2)cc1 (configuration not stated)	i	2	i	i	i	i	0	i	i	-3	-5
8	CC(=O)c1cc2c(cc1NC(=O)CN1Cc3ccccc3C1=O)OCO2	i	·	i	i	i	i	0	i	i	2	-6
9	O=C(NC(=S)Nc1cccc(S(=O)(=O)NC2=NCCC2)c1)c1cc(-c2ccco2)nc2ccccc12	i	19	i	i	i	i	2	i	i	0	-16
10	O=C(Nc1ccc(S(=O)(=O)N2CCOCC2)cc1)c1ccccc1Br	i	·	i	i	i	i	-6	i	i	3	-1
11	O=C(NCCCn1ccnc1)c1cn(-c2ccccc2)nc1-c1ccccc1	i	5	i	i	i	i	3	i	i	0	-1
12	Cc1cc(C)nc(N/N=C/c2sccc2C)n1	i	18	i	i	i	i	0	i	i	2	-3
13	NC(=O)c1ccccc1N=Cc1ccc2ccccc2c1	i	-6	i	i	i	i	-1	i	i	0	-12
14	Cc1cc(C)nc(N/N=C/c2ccc3c(c2)OCCO3)n1	i	1	i	i	i	i	-1	i	i	1	-8
15	C=CCOC(=O)C1=C(C)NC(SCC(=O)N(CC)CC)=C(C#N)C1c1ccco1 (configuration not stated)	i	0	i	i	i	i	-2	i	i	-2	-18
16	COc1ccc(-c2nn3cnnc3s2)cc1OC	i	4	i	i	i	i	0	i	i	4	-3
17	COC(=O)c1cc(C(=O)OC)n(Cc2ccc(C)cc2)c1C	i	-1	i	i	i	i	·	i	i	-4	-4
18	CCOC(=O)C(=CNc1ccc(C#N)cc1)C(=O)OCC	i	-2	i	i	i	i	-2	i	i	0	-3
19	C=C(C)CNC(=S)N1CCN(C(c2ccccc2)c2ccccc2)CC1	i	-2	i	i	i	i	-1	i	i	-3	0
20	CCC(=O)Nc1ccc2c(c1)nc(CN1CCCCC1)n2C	i	1	i	i	i	i	-4	i	i	-3	-3
21	O=C(COC(=O)Cn1cnc2ccccc21)NCCc1ccccc1	i	2	i	i	i	i	-2	i	i	0	-12
22	O=C(COC(=O)c1ccc(Cl)nc1)NCc1ccc2c(c1)OCO2	i	2	i	i	i	i	1	i	i	1	-6
23	COc1ccc(/C=C/C(=O)NCCCN2CCOCC2)cc1	i	-3	i	i	i	i	-3	i	i	0	-8
24	COc1cc(/C=N/NC(N)=O)ccc1OCC(=O)Nc1ccc(C)c(C)c1	i	·	i	i	i	i	-1	i	i	-1	0
25	CN(C(=O)c1cc([N+](=O)[O-])ccc1NCc1cccnc1)c1ccccc1	i	-5	i	i	i	i	-1	i	i	0	-7
26	CCC(Sc1nc(C)cc(C)n1)C(=O)NC1=NN=C(c2ccc(C)cc2)CS1 (configuration not stated)	i	-6	i	i	i	i	-3	i	i	0	-8
27	Cc1c(-c2ccccc2)oc2c(C(=O)OCC(=O)Nc3ccc(C(N)=O)cc3)cccc2c1=O	i	2	i	i	i	i	5	i	i	0	-22
28	CC(=O)N1CCCN(C(=O)c2cc(COc3c(F)cccc3F)on2)CC1	i	2	i	i	i	i	2	i	i	-2	-10
29	CN(CCC1CCCCO1)C(=O)c1cc(COc2ccc(F)cc2F)on1 (configuration not stated)	i	7	i	i	i	i	-2	i	i	0	-11
30	COC(=O)Cc1c(C)nc2nc(Cc3ccccc3)[nH]n2c1=O	i	2	i	i	i	i	-3	i	i	2	-7
31	Cc1ccccc1N(C(=O)CNC(=O)c1cccs1)C(C(=O)NC1CCCC1)c1ccncc1 (configuration not stated)	i	1	i	i	i	i	-1	i	i	2	-4
32	CC(NC(=O)c1ccc2c(c1)OCO2)c1ccccc1 (configuration not stated)	i	-3	i	i	i	i	-1	i	i	4	-6
33	Clc1ccc(C2[C@H]3CN(CC4CCCCC4)[C@H](c4ccccc4)C34CC2(c2cccnc2)C4)cn1 (some centres not stated)	i	2	i	i	i	i	0	i	i	17	-8
34	O=C1Nc2ccccc2C12OCC1(CO2)COC2(OC1)C(=O)Nc1ccccc12 (configuration not stated)	i	-7	i	i	i	i	-2	i	i	0	-8
35	COC(=O)c1ccc(C(NC(=O)OCc2ccccc2)/C(F)=C/[C@@H](C)C(=O)O)cc1 (some centres not stated)	i	8	i	i	i	i	-2	i	i	-3	-10
36	CC(C)Cn1c(-c2nn(C)cc2Cl)n[nH]c1=S	i	-1	i	i	i	i	-1	i	i	0	-6
37	O=C(NCCC1=CCCCC1)c1cnccn1	i	-2	i	i	i	i	1	i	i	0	-8
38	CSCCOC(=O)COc1ccc(/C=N/NC(=O)c2nn(C)cc2Cl)cc1	i	-2	i	i	i	i	0	i	i	-23	-12
39	Cc1ccsc1C(=O)NNC(=S)NCC(C)C	i	13	i	i	i	i	-3	i	i	2	-11
40	CCC(Sc1ncccc1C(=O)Oc1cccc([N+](=O)[O-])c1)C(=O)Nc1ccccc1OC (configuration not stated)	i	-1	i	i	-7.9*	i	0	i	i	-3	-8
41	COc1ccc2cc(Br)ccc2c1CC(=O)N(C)C	i	-16	i	i	i	i	-5	i	i	0	-13
42	Cc1ccc(C(=O)Nc2cccc([N+](=O)[O-])c2)cc1S(=O)(=O)Nc1cccc(C(=O)O)c1	i	-1	i	i	i	i	-4	i	i	6	-2
43	CCOC(=O)C1(Cc2ccccc2)CCCN(CCO)C1 (configuration not stated)	i	-4	i	i	i	i	-2	i	i	-1	-13
44	Cc1ccc(Nc2nnc(-c3ccc4c(c3)OCO4)o2)c(C)c1	i	0	i	i	i	i	-2	i	i	-1	-4
45	N#Cc1ccc(S(=O)(=O)NC2CCN(Cc3ccccc3)CC2)cc1	i	6	i	i	i	i	-1	i	i	-2	-12
46	CCOC(=O)CCCNC(=O)COC(=O)c1cc(Br)c(Br)s1	i	5	i	i	i	i	-3	i	i	5	-5
47	COc1ccc(CN2CC(C(=O)NCCCN3CCN(Cc4ccccc4)CC3)CC2=O)cc1 (configuration not stated)	i	-4	i	i	i	i	-2	i	i	-1	-9
48	Cc1c(CC(=O)NCC(=O)O)c(=O)oc2cc3occ(-c4ccccc4)c3cc12	i	0	i	i	i	i	4	i	i	2	-4
49	O=c1c2ccccc2nc(-c2ccccc2)n1CCN1CCOCC1	i	-3	i	i	i	i	-32	i	i	-1	-12
50	CC(Sc1nc(C(C)(C)C)cc(-c2ccccc2)c1C#N)C(=O)Nc1ccccc1 (configuration not stated)	i	-1	i	i	i	i	-4	i	i	-5	-2
51	CCN(CC)C1CCN(C(=O)c2cc(COc3ccc(-n4cncn4)cc3)on2)C1 (configuration not stated)	i	0	i	i	i	i	-2	i	i	0	-5
52	O=c1sc2ccccc2n1COc1ccc(Cl)cc1	i	9	i	-9.1*	i	i	5	i	i	2	-4
53	CSc1ccccc1C(=O)NC(C)c1ccc(-n2ccnc2)cc1 (configuration not stated)	i	-4	i	i	i	i	-1	i	i	1	-5
54	N#Cc1ccc(Oc2nc(C(N)=O)cc(-c3ccccc3)n2)cc1	i	0	i	i	i	i	-2	i	i	2	0
55	CCN(CCS(=O)(=O)c1ccc(Cl)cc1)C(=O)Nc1ccc(Cl)cc1	i	2	i	i	i	i	0	i	i	1	-13
56	CC(=O)Nc1sc(C)c(C)c1C(=O)OCC(=O)N(C)C1CCS(=O)(=O)C1 (configuration not stated)	i	2	i	i	i	i	6	i	i	-3	-9
57	Cc1cc(C)nc(SCCn2c(N3CCOCC3)nc3c2c(=O)[nH]c(=O)n3C)n1	i	-5	i	i	i	i	0	i	i	1	-11
58	Cc1nnc(SCC(=O)N2CCCC(N3CCN(c4ccc(F)cc4)CC3)C2)o1 (configuration not stated)	i	·	i	i	i	i	0	i	i	-1	-7
59	Cc1ccc(-c2ccc(C(=O)O)o2)cc1Cl	i	4	i	i	i	i	-3	i	i	3	-9
60	CCOc1ccc(OCCC(=O)OCC(=O)c2c(N)n(C)c(=O)n(C)c2=O)cc1	i	1	i	i	i	i	-1	i	i	3	-9
61	COc1ccc(NC(=S)NC2CCCC2)c(OC)c1	i	5	i	i	i	i	0	i	i	0	-8
62	CC(=O)/C(=N\Nc1cccc(Cl)c1)Sc1cccc2cccnc12	i	10	i	i	i	i	-1	i	i	-5	-8
63	CCOc1ccc(OCC)c(NC(=O)CCS(=O)(=O)c2ccc(C)cc2)c1	i	-3	i	i	i	i	-1	i	i	3	-5
